Screening data: PubChem BioAssay, several laboratories
FadD28 binding – blocks FadD28 binding to the bisubstrate probe; fluorescence polarization; inhibition, % at 12.5 µM; actives 0.22% (n = 360,000); AID 588549; in the data active means inhibition above about 8.5%, passing the limit was not always enough; inconclusive means no clear call, values can overlap the other calls
BoNT-A LC inh2 – BoNT A light chain protease inhibition. actives 0.17% (n = 360,000). AID 588499. multiplex microsphere protease substrate cleavage, flow cytometry. inhibition, % at 10 µM; in the data active means inhibition above about 30%; inconclusive means no clear call, values can overlap the other calls; further: plate controls were buffer without enzyme for full effect and enzyme alone for no effect
CCHFV vOTU inh – blocks the CCHF virus ovarian tumor domain protease; CCHFV vOTU protease, Pep-AMC fluorescence; inhibition, % at 11.5 µM; actives 0.55% (n = 370,000); AID 651958; further: 0% = vehicle wells with enzyme and 100% = no enzyme wells
FBA Mtb inh – inhibitors of M. tuberculosis fructose-bisphosphate aldolase; actives 2.3% (n = 360,000); AID 588726; inhibition, % at 1 µM; purified M. tuberculosis FBA, fluorescence read-out; P9WQA3; in the data active means inhibition above about 27%;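 further: 0% = vehicle and 100% = reference inhibitor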
Target sequence (P9WQA3 whole entry, looked up): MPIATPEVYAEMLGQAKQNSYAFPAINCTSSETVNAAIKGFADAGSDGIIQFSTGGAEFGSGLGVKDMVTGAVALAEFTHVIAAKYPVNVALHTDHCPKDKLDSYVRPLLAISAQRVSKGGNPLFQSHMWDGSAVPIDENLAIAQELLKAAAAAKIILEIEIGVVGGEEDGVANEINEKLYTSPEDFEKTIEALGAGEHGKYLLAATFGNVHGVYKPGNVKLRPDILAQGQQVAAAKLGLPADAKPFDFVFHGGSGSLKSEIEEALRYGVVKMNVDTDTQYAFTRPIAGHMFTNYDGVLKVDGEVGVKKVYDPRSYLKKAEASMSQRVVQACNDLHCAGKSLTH
BoNT F protease – BoNT F light chain protease inhibition | inhibition, % at 10 µM | AID 588497 | actives 0.22% (n = 360,000) | Multiplex microsphere protease cleavage assay, flow cytometry; in the data active means inhibition above about 35%, passing the limit was not always enough; inconclusive means no clear call, values can overlap the other calls; further: plate controls were buffer without enzyme for full effect and enzyme alone for no effect
Mtb BioA inh – blocks M. tuberculosis BioA enzyme activity | purified M. tuberculosis BioA enzyme, plate reader | inhibition, % at 9.99 µM | actives 0.096% (n = 360,000); in the data active means inhibition above about 40%; inconclusive means no clear call, values can overlap the other calls
PrPC TRFRET – cell surface PrPC inhibition, primary TR-FRET screen. TR-FRET read-out. inhibition, % at 13.8 µM. actives 0.43% (n = 370,000); in the data active means inhibition above about 24%; further: 0% = median of the test wells and 100% = reference compound wells
Mtb UGM inh – inhibitors of M. tuberculosis UDP-galactopyranose mutase. P9WIQ1. purified UGM, fluorescence polarization probe displacement. inhibition, % at 10 µM. actives 0.06% (n = 320,000); in the data active means inhibition above about 10%, passing the limit was not always enough; inconclusive means no clear call, values can overlap the other calls
Target sequence (P9WIQ1 whole entry, looked up): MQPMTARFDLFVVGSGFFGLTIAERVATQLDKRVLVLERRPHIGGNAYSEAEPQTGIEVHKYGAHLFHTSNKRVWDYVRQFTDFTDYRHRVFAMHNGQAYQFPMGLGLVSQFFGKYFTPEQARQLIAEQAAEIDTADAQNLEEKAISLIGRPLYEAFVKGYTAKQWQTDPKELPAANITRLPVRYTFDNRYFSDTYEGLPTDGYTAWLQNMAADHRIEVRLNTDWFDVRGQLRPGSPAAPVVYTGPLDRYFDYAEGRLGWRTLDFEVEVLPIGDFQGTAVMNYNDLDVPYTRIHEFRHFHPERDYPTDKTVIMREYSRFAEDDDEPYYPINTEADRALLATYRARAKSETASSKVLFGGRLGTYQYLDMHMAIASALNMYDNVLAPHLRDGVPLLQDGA
GDH-TPI inh – counter-screen for M. tuberculosis FBA inhibitors: GDH-TPI coupled enzymes; inhibition, % at 4.8 µM; GDH-TPI coupled enzyme counterscreen, NADH absorbance; actives 1.2% (n = 360,000); AID 588335;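 further: 0% = DMSO wells and 100% = wells lacking the enzyme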
Starred values were filed as active, the others as inactive; ? = inconclusive; · = no result given. Unless noted, no stated cut-off is given here; in the data, active means inhibition above about 30%; inactive means the rest.

SMILES	FadD28 binding	BoNT-A LC inh2	CCHFV vOTU inh	FBA Mtb inh	BoNT F protease	Mtb BioA inh	PrPC TRFRET	Mtb UGM inh	GDH-TPI inh
Cc1cccc(-c2c3c(=O)n(C)c(=O)n(C)c3c3nnc4ccccc4n23)c1	-3.5	0.3	14	-1	-24	-2.5	-7	·	5
Nc1c(C(=O)c2ccc(Br)s2)oc2ccccc12	-9.9	10	-9	1	11	-5.5	5	1.0	3
Cc1ccc(S(=O)(=O)N2CCC(=O)c3ccccc32)cc1	-1.2	-0.6	-20	7	-7	·	1	·	8
Cc1ccc(OCC(=O)N(Cc2cccs2)C2CCS(=O)(=O)C2)cc1C (stereo not drawn)	-0.4	0.5	-8	1	-2	·	7	5.4	-1
CC(=O)c1ccc(NC(=S)NC(C)CCc2ccccc2)cc1 (stereo not drawn)	-2.5	-1.0	11	1	-1	·	1	1.1	1
COc1ccc2oc(C(F)(F)C(F)(F)F)cc(=O)c2c1	0.4	0.1	3	7	-10	-0.9	3	-0.2	15
Cc1ccc(NC(=O)CN(C)C(=O)Cc2c(Cl)cccc2Cl)cc1	-0.7	-2.9	16	1	5	-0.7	-7	-1.4	-5
Cc1ccc2nc3n(c(=O)c2c1)-c1ncccc1C(=O)NC3Cc1ccc(O)cc1 (stereo not drawn)	-2.9	0.1	-2	0	0	6.1	-8	·	2
O=C(O)C1C2CCC(O2)C1C(=O)Nc1ccc(F)cc1 (stereo not drawn)	-3.0	4.0	-2	3	16	·	8	-0.7	2
CCCn1nc(C(=O)NNC(=O)CCCOc2ccc(OC)cc2)c2ccccc2c1=O	-3.6	0.1	2	-3	-2	-3.3	-4	0.1	-2
COc1ccc(-c2cc(-c3ccc(OC)c(OC)c3)n[nH]2)c(O)c1	-4.6	-1.6	0	10	-13	-0.3	-1	-1.2	-5
Cc1ccc2c(c1)N(CCCC(=O)NCC1COc3ccccc3O1)C(=O)CO2 (stereo not drawn)	1.4	8.3	8	0	9	2.2	-1	0.2	6
COc1ccc(CCNC(=O)C(=O)c2c(C)[nH]c3ccccc23)cc1	-0.5	1.5	13	-3	11	-1.6	-2	-3.8	9
c1ccc(CN(Cc2ccccc2)c2nn[nH]n2)cc1	-2.2	0.4	-7	-7	4	0.9	3	-0.3	-5
O=C(NCC1CCCO1)C1CCCN1C(=O)Nc1ccc(Cl)cc1 (stereo not drawn)	-0.6	-1.2	9	2	3	·	4	-2.0	-2
Cc1cc(Br)ccc1OCCCCNCCO	-4.0	-6.7	1	1	-9	-1.0	-4	-0.6	-11
Cc1cc(Cl)ccc1OCC(=O)N/N=C1\CCCc2ccccc21	-3.4	-1.3	7	1	-4	-0.2	8	-1.9	-7
CCOC(=O)CC1(c2ccc(OC)c(OC)c2)C(=O)c2ccccc2C1=O	-1.0	-0.1	1	-2	?	·	8	-2.7	4
O=C(COC(=O)Cc1ccc(F)cc1)Nc1ccc(Cl)cn1	-0.2	-0.5	3	-1	-14	2.1	-1	2.6	-3
CCOC(=O)c1c(S(=O)(=O)NCC(=O)Nc2cccc(C)c2)c(C)n(C)c1C	0.3	2.4	15	8	14	-0.3	3	-1.5	6

Structures above with bromine:
SMILES	FadD28 binding	BoNT-A LC inh2	CCHFV vOTU inh	FBA Mtb inh	BoNT F protease	Mtb BioA inh	PrPC TRFRET	Mtb UGM inh	GDH-TPI inh
Nc1c(C(=O)c2ccc(Br)s2)oc2ccccc12	-9.9	10	-9	1	11	-5.5	5	1.0	3
Cc1cc(Br)ccc1OCCCCNCCO	-4.0	-6.7	1	1	-9	-1.0	-4	-0.6	-11

Following part:
SMILES	FadD28 binding	BoNT-A LC inh2	CCHFV vOTU inh	FBA Mtb inh	BoNT F protease	Mtb BioA inh	PrPC TRFRET	Mtb UGM inh	GDH-TPI inh
CCN(CCCNC(=O)CCn1c(=O)[nH]c2ccsc2c1=O)c1ccccc1	-1.7	-1.0	12	2	-18	0.6	1	-0.1	3
O=C(COc1cccc2c1CCN(Cc1ccccc1F)C2=O)N1CCCCC1	0.9	0.4	-5	0	1	·	12	2.3	-3
O=C(Cn1cnc2c(nnn2Cc2ccc(F)cc2)c1=O)Nc1cccc(F)c1	-0.5	0.0	0	-1	0	·	-3	0.3	5
Cc1nc2cc(Cl)ccc2n1CCO	-1.2	0.9	5	1	10	-2.4	2	-1.1	9
Cc1ccccc1C(=O)NC1CCN(C(=O)NC2CCCCC2)CC1	1.7	-0.3	1	3	1	0.2	-3	-4.2	0
CC(CCc1ccccc1)NC(=O)c1cc2sccc2n1C (stereo not drawn)	-3.1	-2.8	·	-1	-28	·	·	-0.6	-6
Cc1cc(=O)oc2cc(OCC(=O)NCCCN3CCOCC3)c(Cl)cc12	-3.5	-1.7	11	-2	-3	-0.8	-4	-1.5	-1
O=c1cc(CN2CCN(S(=O)(=O)c3ccccc3)CC2)nc2sccn12	1.0	-1.0	-3	2	1	·	8	3.4	11
Cc1ccc2nc(SCC(=O)c3ccc4c(c3)OCO4)[nH]c2c1	-4.8	-0.2	-6	-4	3	1.9	0	0.4	9
CCCC(C(=O)Nc1ccc(S(=O)(=O)Nc2nccs2)cc1)c1ccccc1 (stereo not drawn)	-2.5	-0.6	1	1	1	0.8	-4	·	2
CCN(CC)S(=O)(=O)c1ccc(OC)c(NC(=O)Cc2cccs2)c1	1.6	-0.5	12	0	-4	·	-5	0.7	2
Nc1c(C(=O)Nc2ccc(S(=O)(=O)N3CCCC3)cc2)sc2nc3ccc(OC(F)(F)F)cc3cc12	-2.7	7.1	·	0	3	-7.8	·	-1.8	4
CN(C(=O)CSc1nc(-c2ccc(C(C)(C)C)cc2)c(C#N)c(=O)[nH]1)C1CCCCC1	2.6	1.7	24	1	0	7.9	9	0.8	5
O=C(C1=C(O)C(=O)N(CCCN2CCOCC2)C1c1ccccn1)c1cc2ccccc2o1 (stereo not drawn)	0.4	0.0	18	5	-5	-4.2	-6	0.2	24
O=C1CC(c2ccccc2)CN1S(=O)(=O)c1ccccc1 (stereo not drawn)	1.2	0.0	6	3	3	3.0	0	-1.2	-12
COc1ccc(Cn2cccc(NC(=O)Nc3ccc(F)cc3)c2=O)cc1	-15	-0.3	5	0	-4	·	-3	0.5	-10
Oc1ccccc1OCc1nc2ccccc2s1	-2.6	2.4	-4	1	0	1.4	2	1.6	8
Nc1cc(=O)n(Cc2ccccc2)c(=O)n1Cc1ccccc1	-1.1	-0.8	-2	-1	-4	·	4	·	9
CCOc1ccc(CCNC(=O)CCS(=O)(=O)c2ccc(C)cc2)cc1OCC	-4.1	3.1	-3	0	8	-0.2	5	0.2	-10
Cc1nc(-c2ccc(C(=O)O)cc2)cs1	-0.9	1.0	-8	2	8	-0.4	-1	0.1	2
CS(=O)(=O)CCC(C(=O)n1nnc2ccccc21)N1C(=O)c2ccccc2C1=O (stereo not drawn)	-3.0	-0.1	3	2	-1	-0.7	3	1.3	12
O=C(Nc1ncc(Cc2ccc(SC(F)F)cc2)s1)c1ccccc1	-1.8	2.0	-4	-2	3	-0.6	3	2.9	0
CCOc1ccc(-c2nc(CS(=O)(=O)CC(=O)NCc3ccc(F)cc3)c(C)o2)cc1	-0.3	-0.1	-4	2	-7	1.1	2	-5.4	-9
Cc1nc(N)[nH]c(=O)c1CCCNc1ccc(CCC2(CCl)OCCO2)cc1	1.4	0.3	-1	2	-4	-3.8	14	·	0
Cc1nn(Cc2ccccc2)c(Cl)c1C(=O)NCc1ccc(C)n1C	-5.5	?	-1	-1	2	12	4	0.0	-1
C/C(=N/NS(=O)(=O)c1ccc(Cl)cc1)c1cccc(NC(=O)c2ccc(Cl)cc2Cl)c1	0.8	-0.6	3	2	-16	1.2	7	0.6	10
CCOC(=O)c1cn(Cc2ccc(Br)cc2)nn1	-2.4	0.2	1	2	0	·	12	-1.8	9
COc1cccc(CN(C)c2nc(-c3cccs3)nc3ccccc23)c1	-3.2	0.4	3	2	-6	·	10	-0.3	5
CCCCc1ccc(/C=C2\C(=O)ON=C2c2ccccc2)s1	0.0	-0.3	-9	-2	3	·	1	-0.1	4
Cc1nc(C(F)(F)F)ccc1C(=O)N1CCC1(C)C(=O)NS(=O)(=O)c1cccc(C#N)c1 (stereo not drawn)	-1.9	-0.4	-16	-1	-6	10	1	·	0
O=C(CC[C@H]1O[C@@H](n2cnc3c(NC(=O)c4ccccc4)ncnc32)[C@H](O)[C@@H]1O)N[C@@H](CO)c1ccccc1	-3.5	-0.8	-1	-1	-8	4.3	-3	·	·
CCN1CCN(c2nc(Nc3cc(OC)ccc3OC)nc(Nc3cc(OC)ccc3OC)n2)CC1	-2.7	1.0	-4	1	?	-1.1	4	3.5	-11
CCN1CCN(C(=S)c2ccc(OCC(=O)NCc3ccccc3)cc2)CC1	-2.9	-0.4	7	-3	-5	·	2	-2.8	-3
CCOc1ccc2nc(SCC(=O)c3cccs3)sc2c1	-0.3	1.1	0	3	1	-0.2	4	1.3	5
COc1cccc(/C=C2\SC(=S)N(C(C)C(=O)NC3C=CS(=O)(=O)C3)C2=O)c1 (stereo not drawn)	-2.9	1.8	0	-3	3	-0.7	4	0.2	10
O=C(COC(=O)Cn1cnc2ccccc21)NCc1ccc(F)cc1	-3.4	0.0	-5	-2	-5	·	0	1.5	2
O=C(O)c1ccccc1NC(=O)C(Cc1ccccc1)N1C(=O)c2ccccc2C1=O (stereo not drawn)	-5.5	-0.8	0	1	28	-0.5	5	-2.7	-1
COc1ccccc1C(=O)NC(CCSC)C(=O)NC1CCCCCC1 (stereo not drawn)	-1.2	-0.5	10	0	-5	-4.7	-9	-5.1	-2
Cc1ccc(C)c(-c2csc(NC(=O)C3=COCCO3)n2)c1	-3.7	0.4	4	4	-3	·	0	3.2	6
CC(=O)N1CCN(c2ccc(NC(=O)/C=C/c3ccccc3)cc2)CC1	-0.8	-0.8	-14	-6	-13	1.1	-8	-2.5	10

Single records, from the list above. Order of screens: FadD28 binding, BoNT-A LC inh2, CCHFV vOTU inh, FBA Mtb inh, BoNT F protease, Mtb BioA inh, PrPC TRFRET, Mtb UGM inh, GDH-TPI inh
CCOc1ccc(-c2nc(CS(=O)(=O)CC(=O)NCc3ccc(F)cc3)c(C)o2)cc1 in the list: -0.3, -0.1, -4, 2, -7, 1.1, 2, -5.4, -9
Cc1nn(Cc2ccccc2)c(Cl)c1C(=O)NCc1ccc(C)n1C in the list: -5.5, ?, -1, -1, 2, 12, 4, 0.0, -1
O=C(COC(=O)Cn1cnc2ccccc21)NCc1ccc(F)cc1 in the list: -3.4, 0.0, -5, -2, -5, ·, 0, 1.5, 2
CCN1CCN(C(=S)c2ccc(OCC(=O)NCc3ccccc3)cc2)CC1 in the list: -2.9, -0.4, 7, -3, -5, ·, 2, -2.8, -3
COc1cccc(CN(C)c2nc(-c3cccs3)nc3ccccc23)c1 in the list: -3.2, 0.4, 3, 2, -6, ·, 10, -0.3, 5

Remaining list, next part.
SMILES	FadD28 binding	BoNT-A LC inh2	CCHFV vOTU inh	FBA Mtb inh	BoNT F protease	Mtb BioA inh	PrPC TRFRET	Mtb UGM inh	GDH-TPI inh
Cc1ccc(CNC(=O)CN(c2ccc(C(C)C)cc2)S(=O)(=O)c2c(C)noc2C)cc1	-4.0	1.6	14	0	-1	5.4	-2	-2.4	-2
COC(=O)[C@]12OC[C@]34C([C@@H](O)[C@@H]1O)[C@]1(C)CC(=O)C(O)=C(C)[C@@H]1C[C@H]3OC(=O)[C@H](O)[C@@H]24 (stereo partly drawn)	-0.7	-0.3	1	5	2	-1.6	10	0.7	11
Cc1cccc(NC(=O)CSc2nc3ccccc3c3nc(CCc4c(C)n[nH]c4C)nn23)c1	0.4	4.0	8	4	-4	-2.1	7	1.2	20
CCOC(=O)C1(CCOc2ccccc2)CCN(Cc2ccc(OC)c(COC)c2)CC1	0.0	-0.5	8	0	12	-0.8	-1	-1.3	13
CCCCn1c(=S)[nH]c2c(=O)n(C)c(=O)n(C)c21	-0.7	0.0	-14	-1	4	0.2	-1	·	10
COc1cccc([C@@H]2CC=C(C(=O)O)[C@H](c3ccc(Br)cc3)N2S(=O)(=O)c2ccc(C)cc2)c1	-3.3	-0.6	5	1	-5	1.5	3	·	0
Cc1cc(C)cc(N2CCCC2=O)c1	0.2	?	-2	1	?	-5.6	-2	-1.0	7
Cc1ccc(CN2CCC(C(=O)Nc3ccc(Oc4cccnc4)cc3)CC2)cc1	4.7	-1.4	9	-1	-2	1.4	-16	·	-4
Cc1ccc(Oc2ccc(-c3nc(N)nc(N)n3)cc2)cc1	-3.8	0.0	7	7	12	0.1	7	-2.3	-4
